Screening data as filed in PubChem.
FN deposition inh – inhibitors of fibronectin matrix deposition, primary screen, AH1F cells, Alexa488-fibronectin fluorescence, plate reader; AH1F fibroblasts, overnight; 350,000 compounds, 0.086% hits; inhibition, % at 12.6 µM;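 active means mean inhibition across replicates of 30% or more, regardless of how many single replicates reach that level; inconclusive means mean under 30% yet at least half of replicates reach 30%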;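 further: positive control wells lacked labelled fibronectin entirely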
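Material – AH1F fibroblast monolayer, labelled fibronectin deposition · Reagent – labelled fibronectin 24 nM · Timing – 1 h adhesion, overnight exposure · Measured by – fluorescence at 485 nm excitation, 525 nm emission · Read-out – inhibition of fibronectin deposition signal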
E-sel inducer – E-selectin induction in HUVECs, primary screen, imaging, HUVEC, immunofluorescence imaging, single point | 260,000 compounds, 0.37% hits | AID 686992, 2013 | P16581 | normalized: neutral wells 0, TNF-alpha wells 100 | activation, % at 7.58 µM;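 active means mean E-selectin-positive cell signal at least 10% of the positive control, reached in at least 60% of replicates, without over 20% cell loss; inconclusive means no rule given, readout overlaps actives, possibly toxicity-flagged; inactive means the rest, including those meeting only one limit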;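 further: in these data hits start at about 27%; measured in HUVEC primary endothelial cells; signal is the percent of cells scored E-selectin positive by PE staining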
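material = human umbilical vein endothelial cells (HUVEC), E-selectin induction | quantity = 3,000 cells/well | medium = EGM-2 growth medium on 0.1% gelatin-coated wells | technique = immunofluorescence imaging | read-out basis = % PE-positive cells | control set = TNF-alpha positive control, DMSO neutral control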
esBAF inh – Bmi1 luciferase reporter increase in mESCs, primary screen, esBAF inhibitor project, mouse ES cells, Bmi1 luciferase knock-in, single point; 24 h; 100% = twice the neutral-well signal; reporter increase, % at 12.5 µM; 350,000 compounds, 2% hits; in the data active means activation above about 40%; inconclusive means no clear call, values can overlap the other calls;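 further: 0% = median of the plate's neutral control wells and 100% = double that signal; a rise in the Bmi1 reporter signal indicates esBAF inhibition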
RAD52 anneal inh – RAD52 DNA annealing inhibitors, primary screen, biochemical, FRET, single point, set 2; recombinant RAD52 DNA annealing, FRET fluorescence; inhibition, % at 18.7 µM; 360,000 compounds, 0.46% hits;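 active means every replicate showing at least 50% inhibition; inconclusive means mean inhibition at least 50% but not in every replicate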
RAD54 branch – inhibitors of human RAD54 branch migration, primary screen, biochemical, fluorescence, single point; AID 602329, 2012; DNA repair and recombination protein RAD54-like (Homo sapiens), Q92698; inhibition, % at 10.4 µM; RAD54 Holliday junction branch migration, FAM/BHQ fluorescence; 360,000 compounds, 0.14% hits;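 active means mean normalized replicate activity at least 40 and at least half of replicates scoring 40 or more; inconclusive means only one of the two criteria met; inactive means mean below 40 and under half of replicates reaching 40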;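 further: 0% = median of neutral control wells and 100% = median of positive control wells; inhibitors cause a drop in the FAM fluorescence signal; in these data hits start at about 50%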
Target sequence (Q92698 whole entry, looked up): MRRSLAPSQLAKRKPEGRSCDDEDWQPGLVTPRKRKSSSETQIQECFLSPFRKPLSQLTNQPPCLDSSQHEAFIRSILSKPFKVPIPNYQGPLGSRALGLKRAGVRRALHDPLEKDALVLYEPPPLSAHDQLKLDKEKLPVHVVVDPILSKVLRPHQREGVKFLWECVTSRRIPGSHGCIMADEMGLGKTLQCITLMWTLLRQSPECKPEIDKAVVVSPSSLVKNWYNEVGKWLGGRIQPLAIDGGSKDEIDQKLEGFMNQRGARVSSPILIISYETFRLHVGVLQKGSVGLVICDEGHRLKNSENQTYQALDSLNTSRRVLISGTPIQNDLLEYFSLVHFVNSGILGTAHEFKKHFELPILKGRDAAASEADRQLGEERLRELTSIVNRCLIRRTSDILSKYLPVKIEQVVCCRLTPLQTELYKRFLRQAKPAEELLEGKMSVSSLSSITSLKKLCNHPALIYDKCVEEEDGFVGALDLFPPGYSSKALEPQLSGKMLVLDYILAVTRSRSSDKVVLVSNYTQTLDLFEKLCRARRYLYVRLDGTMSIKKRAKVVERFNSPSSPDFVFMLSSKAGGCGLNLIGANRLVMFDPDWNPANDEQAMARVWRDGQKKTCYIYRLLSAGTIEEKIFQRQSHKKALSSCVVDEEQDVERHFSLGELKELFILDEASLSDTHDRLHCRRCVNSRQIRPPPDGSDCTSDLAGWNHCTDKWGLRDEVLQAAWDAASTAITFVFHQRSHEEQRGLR
XiGFP reactiv – activators of inactive X chromosome reactivation, primary screen, imaging, XiGFP fibroblasts, GFP high-content imaging, set 2. 360,000 compounds, 0.055% hits. XiGFP mouse fibroblasts, % GFP-positive cells imaging, 3 d; cells co-treated with 5-aza-dC sensitizer; scaled so ellipticine positive control = 100%. activation, % at 7.58 µM;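 active means mean normalized replicate activation at least 10% and every replicate at or above 10%; inconclusive means only one of the two criteria met; inactive means mean below 10% and not all replicates reach 10%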;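 further: 0% = median of on-plate neutral control wells and 100% = ellipticine 6 µM median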
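Material: SV40-immortalized XiGFP fibroblast cells, line 68-5-11 | Buffer or medium: DMEM containing 5-aza-dC | Dosing: One concentration, pinned | Times: 3 d treatment, 15 min room-temperature fixation | Controls: Ellipticine 6 µM positive control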
S100A4 MyoIIA – inhibitors of S100A4-myosin IIA peptide binding, primary screen, biochemical, fluorescence polarization, TAMRA-MyoIIA peptide. 360,000 compounds, 0.14% hits. Protein S100-A4 (Homo sapiens), P26447. inhibition, % at 10.7 µM;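 active means mean inhibition of at least 70% across replicates, with every replicate also reaching that level; inconclusive means mean inhibition reaches 70% but some replicates fall short; inactive means mean inhibition below 70%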
Target sequence (P26447 whole entry, looked up): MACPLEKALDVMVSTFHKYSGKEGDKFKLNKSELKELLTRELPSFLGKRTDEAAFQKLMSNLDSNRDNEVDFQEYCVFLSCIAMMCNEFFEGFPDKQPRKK
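Assay system: human S100A4 monomer with TAMRA-labelled myosin IIA peptide / Buffer or medium: Calcium-containing HEPES buffer, pH 7.2 / Reagent: TAMRA-labelled myosin IIA heavy-chain peptide probe, 5 nM / Compound: one dose per compound / Timing: polarization read 5 min after assay mix addition, stable 5–60 min / Benchmarks: neutral control DMSO, positive control TFP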
EWS-Fli block – EWS/Fli-driven NR0B1 reporter inhibitors, primary screen, A673 cells, NR0B1 luciferase, luminescence, MLPCN library; viability-normalised; inhibition, % at 12.6 µM; 350,000 compounds, 0.67% hits; AID 651661, 2012;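 active means mean inhibition of at least 50% after viability correction, with every replicate also passing that limit; inconclusive means mean reaches 50% but only one of two replicates passes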;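 further: firefly luciferase signal divided by Alamar Blue viability fluorescence both relative to DMSO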
Starred values were filed as active, the others as inactive; ? = inconclusive; · = no result given.

Molecule,S100A4 MyoIIA,E-sel inducer,EWS-Fli block,esBAF inh,RAD52 anneal inh,FN deposition inh,XiGFP reactiv,RAD54 branch
CCN(CC)S(=O)(=O)c1cc(C(=O)OC(C)C(=O)NCc2ccco2)ccc1C (configuration not stated),-5,-2.1,-1,1,-15,-1,-0.1,4
Cc1cc(C)n2c(SCC(C)C)nnc2n1,2,·,5,9,-9,·,0.0,-3
Cc1ccc(NC(=O)c2ccccc2OCC(=O)Nc2ccccc2F)cc1S(=O)(=O)N(C)C,-2,-1.1,-24,6,-11,3,-0.1,14
C[C@@H]1CN([C@@H](C)CO)C(=O)c2cccc(NC(=O)c3nc4ccccc4s3)c2O[C@H]1CN(C)C(=O)Nc1ccc(F)cc1,-4,-0.1,-15,-2,-15,2,0.0,4
O=C(Cc1c(Cl)cccc1Cl)OCC(=O)c1ccc[nH]1,-1,·,0,28,-6,5,0.0,1
CC(C)(C)c1ccc(OCCC(=O)OCC(=O)NC2CCS(=O)(=O)C2)cc1 (configuration not stated),-2,-0.3,7,·,-1,-1,0.5,·
CCCNC(=O)C[C@H]1CC[C@H]2[C@@H](COC[C@@H](O)CN2Cc2ccncc2)O1,-3,0.2,0,0,8,1,0.0,3
Cc1cc([N+](=O)[O-])ccc1N1C(=O)c2ccc(C(=O)Nc3ccccc3C(=O)O)cc2C1=O,1,·,3,0,-15,·,0.0,-4
Cc1noc(C)c1S(=O)(=O)N(C)C[C@H]1Oc2ccc(NC(=O)CCN3CCOCC3)cc2CC(=O)N([C@H](C)CO)C[C@@H]1C,1,-1.9,·,·,-8,·,0.1,·
CCCCNC(=O)CSc1nc(CCC)nc2ccccc12,-2,1.3,3,·,-12,-1,0.0,·
CCC(C)[C@H](NC(=O)C1CCC(CNC(=O)[C@@H]2CCCN2C(=O)OC(C)(C)C)CC1)C(=O)O (some centres not stated),0,·,10,-2,4,4,0.1,-7
O=C(Nc1ccccc1Cl)c1cc(C2CCCN(S(=O)(=O)c3cccs3)C2)on1 (configuration not stated),-17,-0.3,-2,11,-9,0,0.0,0
Cc1ccc(C)c(NC(=O)CN(C)C(=O)Cc2ccc(Cl)cc2Cl)c1,9,-0.1,-3,0,-22,-7,0.4,-12
CCOC(=O)C1=C(COC(=O)c2cccs2)NC(=O)NC1C (configuration not stated),-5,0.4,0,20,-8,5,-0.7,2
O=C(C[C@@H]1CC[C@@H]2[C@H](COC[C@@H](O)CN2Cc2ccc(F)cc2)O1)NCc1ccncn1,4,0.0,-10,-4,-4,-1,0.0,0
CCOc1cc(OCC)cc(C(=O)Nc2cccnc2)c1,-7,·,·,2,-5,·,·,-1
CC(=O)N(C)C[C@H]1Oc2ncc(-c3ccccc3F)cc2C(=O)N([C@H](C)CO)C[C@H]1C,-3,0.5,-7,2,-1,-3,-1.0,-1
O=C(C(=O)N1CCC(CNS(=O)(=O)c2ccc3ccccc3c2)CC1)c1cc2ccccc2o1,1,0.0,23,·,-30,11,0.1,·
N/C(=N\OC(=O)c1cccc([N+](=O)[O-])c1)c1cccnc1,-3,·,-40,·,-9,6,-0.1,·
O=C(COC(=O)c1ccc(F)cc1F)NCCNC(=O)COC(=O)c1ccc(F)cc1F,7,-0.1,2,5,0,2,-0.2,-4
Cc1cc(C(=O)Nc2ccon2)cs1,-4,·,-20,8,-12,·,·,-19
O=C(OCC(=O)c1c[nH]c2ccccc12)c1cc(S(=O)(=O)N2CCOCC2)ccc1F,-8,·,27,-2,-70,1,0.2,1
CC(=Nc1ccccc1)C1=C(O)C(Cc2ccccc2)NC1=O (configuration not stated),4,0.4,25,·,-7,-27,0.4,·
COc1ccc(OC)c(S(=O)(=O)NCc2cc(-c3ccccc3)no2)c1,-5,0.0,9,2,-6,1,0.1,7
CN1c2ccc(-c3ccc(F)cc3)cc2[C@H]2[C@H](CCN2C(=O)Nc2ccc(F)cc2)[C@H]1CO,·,0.5,5,-1,·,-12,0.2,1
O=C(COCc1ccccc1)N[C@@H](Cc1ccc(O)cc1)C(=O)O,0,-0.2,-8,-2,-8,4,0.0,-4
COc1ccc(/C=C2\SC(N)=NC2=O)cc1,4,·,-22,31,-32,2,0.0,1
O=C(Nc1cc(Cl)ncn1)c1ccccc1,-3,·,1,·,-10,1,0.0,-9
CC(Cc1ccccc1)NC(=O)c1cc2ccccc2o1 (configuration not stated),6,0.0,-117,82*,-4,3,0.3,-9
O=C(COC(=O)c1ccc(Cl)c(S(=O)(=O)N2CCCCCC2)c1)NCc1ccccc1,-5,-0.7,-9,5,-8,-2,0.1,-3

Entries shown so far that contain an NH in an aromatic ring:
Molecule,S100A4 MyoIIA,E-sel inducer,EWS-Fli block,esBAF inh,RAD52 anneal inh,FN deposition inh,XiGFP reactiv,RAD54 branch
O=C(Cc1c(Cl)cccc1Cl)OCC(=O)c1ccc[nH]1,-1,·,0,28,-6,5,0.0,1
O=C(OCC(=O)c1c[nH]c2ccccc12)c1cc(S(=O)(=O)N2CCOCC2)ccc1F,-8,·,27,-2,-70,1,0.2,1

Following part
Molecule,S100A4 MyoIIA,E-sel inducer,EWS-Fli block,esBAF inh,RAD52 anneal inh,FN deposition inh,XiGFP reactiv,RAD54 branch
CN(CC(=O)N1CCOCC1)S(=O)(=O)c1ccc2ccccc2c1,0,-0.5,12,-5,-1,1,0.1,5
CC(C)(C)NCC(O)COc1ccc(Br)cc1 (configuration not stated),0,·,0,·,-7,3,0.0,-5
COCC#Cc1ccc2c(c1)O[C@H](CN(C)Cc1ccc(F)cc1)[C@@H](C)CN([C@@H](C)CO)S2(=O)=O,-1,-0.1,25,-1,-10,-7,0.1,-6
CC(C)(C)NC(=S)NC(=O)C12CC3CCC(CC(C3)C1)C2,-1,-1.2,23,·,-14,-4,0.1,·
CCC(=O)N1CCc2cc(S(=O)(=O)CCC(=O)NCc3cccc(OC)c3)ccc21,1,-0.1,-1,1,-3,-28,0.0,5
Cc1cccc(N2CCN(C(=O)c3ccc(-n4cncn4)c([N+](=O)[O-])c3)CC2)c1C,6,-0.8,·,7,-7,·,0.0,-5
Cc1ccc(CCNC(=O)CCn2c(=O)c3cccn3c3ccc(F)cc32)cc1,2,-0.4,-6,-15,-6,-6,0.2,-7
CC(C)N1CCC1(C)C(=O)Nc1ccc2cn[nH]c2c1 (configuration not stated),-1,-0.2,1,-3,-10,-3,0.1,3
CCc1ccc(N(CC(=O)NC(C)(C)CC)C(=O)CCC(=O)Nc2nccs2)cc1,11,0.9,5,1,1,-1,0.2,4
Cc1ccccc1OCCC(=O)NNC(=O)c1ccccc1F,-5,0.5,-16,1,-7,-4,0.2,-2
CCOC(CNc1ncnc2c1cnn2C)OCC,-8,·,3,-4,-16,·,0.0,-9
O=C(O)CCNc1ccc(NCCC(=O)O)c2c1C(=O)c1ccccc1C2=O,10,·,3,·,-111,3,0.1,·
CC(=O)Nc1cccc(-c2ccnc3c2CC(C)(C(=O)NCc2cccs2)O3)c1 (configuration not stated),-6,6.9,60*,·,-4,13,0.7,0
CC(=O)/C=C1\N(C)c2ccc(C)cc2C1(C)C,-124,·,21,·,-26,7,0.1,·
CC1CCCCC1NC(=O)/C(C#N)=C/C=C/c1ccccc1[N+](=O)[O-] (configuration not stated),-3,-5.1,43,32,-19,11,0.1,4
CCN(CC)S(=O)(=O)c1ccc2oc(Nc3ccc(OC)cc3)nc2c1,-2,0.6,-25,7,-2,-3,0.0,7
COc1ccc(OC)c(N(CC(=O)Nc2ccc(NC(C)=O)cc2)S(C)(=O)=O)c1,0,·,-12,2,6,·,·,-18
O=C(Nc1cc(F)ccc1F)N1CCCCN2[C@@H](CO)[C@H](c3ccc(-c4ccncc4)cc3)[C@@H]2C1,-6,0.0,-20,·,-4,·,0.2,-1
N=c1c(C(=O)NC2CCCC2)cc2c(=O)n3ccccc3nc2n1CCCN1CCOCC1,5,·,-1,-6,19,-7,·,7
NC(=O)N/N=C/c1c(F)cccc1F,-2,?,14,-9,-11,3,-0.1,·
Cc1ccc(S(=O)(=O)N(C)C)cc1NC(=O)c1cc(=O)c2ccccc2o1,-3,·,-10,3,-18,-3,0.0,1
C[C@@H]1CN([C@@H](C)CO)C(=O)c2cc(-c3ccc(C#N)cc3)cnc2O[C@@H]1CN(C)CC1CC1,·,0.1,-6,3,·,·,-0.2,·
CC(=O)N1CCC(N(CCN2CCOCC2)C(=S)Nc2cc(C)ccc2C)CC1,20,0.0,5,·,-3,3,0.0,·
COCCN(Cc1ccccc1)C(=O)c1cc(-c2ccc(OC)c(OC)c2)nc2ccccc12,2,-0.3,10,·,-14,9,0.0,-6
COc1cccc(-c2ccc([C@@H]3[C@@H](CO)N4C(=O)CN(C(=O)c5cccnc5)C[C@H]34)cc2)c1,-64,0.4,15,·,-3,-6,0.0,·
CCOC(=O)C1C(C(=O)OC)=C(C2=CCCCC2)c2ccccc2N1S(=O)(=O)C(F)(F)F (configuration not stated),-2,·,8,3,-29,·,0.0,-9
Cc1ccc(-c2nnc(SCC(=O)N(C)C)nc2-c2ccc(C)cc2)cc1,-6,·,·,-9,-22,3,0.1,13
COc1cccc(S(=O)(=O)N2CCCCN3[C@H](C2)[C@H](c2ccc(C#CCC(C)C)cc2)[C@@H]3CO)c1,-4,-0.3,14,6,-1,-4,0.1,12
C[C@@H]1CCCCO[C@@H](CN(C)Cc2ccncc2)[C@H](C)CN([C@H](C)CO)C(=O)c2cc(NC(=O)Nc3ccc(F)cc3)ccc2O1,·,-0.1,-1,5,·,-2,0.0,2
Cc1cc(SCc2ccc(Cl)cc2)nc(=O)[nH]1,2,·,-16,29,-47,-10,0.0,-2
COc1cccc(N2C(=O)Nc3ccc(Br)cc3C2(O)C(=O)NCCCOC(C)C)c1 (configuration not stated),-10,·,10,10,-9,-2,0.3,-1
